GRP78 ERSR act – qHTS for Inducers of the Endoplasmic Reticulum Stress Response (ERSR) in Human Glioma: qHTS. U87-MG GRP78 promoter luciferase reporter, 16 h. Potency, µM, for inactives: at the highest dose activation, actives largely listed as activators. actives 0.02% (n = 420,000). AID 602332, 2012; note: potency is the fitted concentration of half-maximal effect; series mostly up to about 76 µM; % of control where 0% means no effect; nearly all actives have a fitted effect of over 35% in size
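Stably transfected U87-MG human glioma cells carrying a GRP78-based luminescent sensor were seeded at 1000 cells/well, pin-dosed with compounds and incubated 16 h. Luciferase reagent was then added, and end-point luminescence was read after 10 min at room temperature.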
Pol beta inh – qHTS Assay for Inhibitors of DNA Polymerase Beta; P06746; Pol beta primer extension/strand displacement, fluorescence kinetic; Potency, µM (top dose mostly 114 µM), inactives show at the highest dose activity change, negative = inhibition, hits mostly inhibitors; actives 1.3% (n = 340,000); AID 485314, 2010; note: potency is the fitted concentration of half-maximal effect; % is set by controls: 0 for no effect and ±100 for the full control effect
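Pol beta (10 nM) and compounds were preincubated 15 min at room temperature, then 50 nM substrate (final) started primer extension/strand displacement. Reads were taken at 0 and 10 min; concentration-response data were fitted to a four-parameter Hill equation.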
APEX1 inh – qHTS Assay for Inhibitors of the Human Apurinic/apyrimidinic Endonuclease 1 (APE1) | recombinant APE1, TAMRA/BHQ-2 abasic DNA cleavage fluorescence | actives 0.35% (n = 350,000) | DNA repair nuclease/redox regulator APEX1 (Homo sapiens), P27695 | Potency, µM (series often up to 65.8 µM), for the others: at the top dose activity change, negative = inhibition, usual class: inhibitors;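 note: potency is the fitted concentration of half-maximal effect; plate controls were vehicle for no effect and reference inhibitor for full effect; nearly all actives have a fitted effect of over 55% in size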
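Compound pre-exposure to 0.75 nM APE1, 15 min at ambient temperature. Reaction initiated with 50 nM TAMRA/BHQ-2 THF substrate, read immediately in kinetic mode, 525 nm excitation, 598 nm emission.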
Pol eta inh – qHTS for Inhibitors of Polymerase Eta. recombinant Pol eta, fluorescent DNA replication assay. actives 1.2% (n = 390,000). Potency, µM (titrated, usually from 114 µM), for inactives: top-dose activity change, negative = inhibition, hits mostly inhibitors; note: potency is the fitted concentration of half-maximal effect; % is set by controls: 0 for no effect and ±100 for the full control effect
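Pol eta (10 nM) was preincubated with compounds for 15 min at room temperature, after which fluorescent replication substrate (50 nM final) was added to start the reaction. Fluorescence was read kinetically at 0 and 10 min.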
POLI inh – qHTS for Inhibitors of Polymerase Iota; DNA polymerase iota (Homo sapiens), Q9UNA4; Pol iota fluorescent replication assay, 10 min; Potency, µM (top dose mostly 115 µM), inactives show at the top dose activity, negative = inhibition, most hits filed as inhibitors; actives 1% (n = 390,000); note: potency is the fitted concentration of half-maximal effect
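Fluorescent replication assay read twice, at 0 min and 10 min after adding 50 nM (final) substrate. Enzyme (10 nM) and compounds were first incubated 15 min at room temperature; enzyme-free buffer wells were negative controls.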
POLK inh – qHTS for Inhibitors of Polymerase Kappa; AID 588579, 2011; Potency, µM (series often up to 107 µM), inactives show at the top dose activity, negative = inhibition, usual class: inhibitors; purified Pol kappa, fluorescent DNA synthesis assay, 10 min; actives 0.53% (n = 400,000); note: potency is the fitted concentration of half-maximal effect; % is set by controls: 0 for no effect and ±100 for the full control effect
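50 nM final substrate added after 15 min RT preincubation of 10 nM Pol kappa with compound; fluorescence read at 0 and 10 min.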
LDHA block – qHTS assay for inhibitors of human lactate dehydrogenase. L-lactate dehydrogenase A chain (Homo sapiens), P00338. purified LDHA, NADH/diaphorase-resazurin fluorescence; stronger effect = lower value. activity change, % (values are at about 110 or 230 µM). actives 0.15% (n = 480,000). AID 1347041, 2019; in the data active = activity change below about -30%; inconclusive = mostly about -25% to -30%;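 note: plate controls were DMSO wells for no effect and wells without enzyme for full effect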
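Enzyme activity of human lactate dehydrogenase 5 (2 nM; 0.06 mM NADH, 0.2 mM pyruvate, 5 min, RT) is measured via a resazurin/diaphorase fluorescence readout of residual NADH.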
Apoferritin bind – qHTS Assay for Identification of Novel General Anesthetics. Ferritin light chain (Equus caballus), P02791. apoferritin/1-aminoanthracene competitive binding, fluorescence. Potency, µM (series often up to 77.5 µM), for the others: at the highest dose activity change, negative = displacement, hits mostly inhibitors. actives 0.074% (n = 350,000). AID 485281, 2010; note: potency is the fitted concentration of half-maximal effect; % is set by controls: 0 for no effect and ±100 for the full control effect; nearly all actives have a fitted effect of over 20% in size
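10 uM apoferritin + 50% sat. 1-AMA, PBS; cpd 10 min RT; Ex380/Em535 endpoint; normalized to free probe vs complex; 4-param Hill fit; propofol titration as pos. ctrl.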
BLM inh – qHTS Assay for Inhibitors of Bloom's syndrome helicase (BLM) | recombinant BLM DNA unwinding, fluorescence dequenching | Potency, µM (top dose mostly 56.1 µM), for inactives: top-dose activity change, negative = inhibition, usual class: inhibitors | actives 0.2% (n = 350,000);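 note: potency is the fitted concentration of half-maximal effect; plate controls were vehicle for no effect and no enzyme for full effect; nearly all actives have a fitted effect of over 35% in size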
Target sequence (P54132 whole entry, looked up): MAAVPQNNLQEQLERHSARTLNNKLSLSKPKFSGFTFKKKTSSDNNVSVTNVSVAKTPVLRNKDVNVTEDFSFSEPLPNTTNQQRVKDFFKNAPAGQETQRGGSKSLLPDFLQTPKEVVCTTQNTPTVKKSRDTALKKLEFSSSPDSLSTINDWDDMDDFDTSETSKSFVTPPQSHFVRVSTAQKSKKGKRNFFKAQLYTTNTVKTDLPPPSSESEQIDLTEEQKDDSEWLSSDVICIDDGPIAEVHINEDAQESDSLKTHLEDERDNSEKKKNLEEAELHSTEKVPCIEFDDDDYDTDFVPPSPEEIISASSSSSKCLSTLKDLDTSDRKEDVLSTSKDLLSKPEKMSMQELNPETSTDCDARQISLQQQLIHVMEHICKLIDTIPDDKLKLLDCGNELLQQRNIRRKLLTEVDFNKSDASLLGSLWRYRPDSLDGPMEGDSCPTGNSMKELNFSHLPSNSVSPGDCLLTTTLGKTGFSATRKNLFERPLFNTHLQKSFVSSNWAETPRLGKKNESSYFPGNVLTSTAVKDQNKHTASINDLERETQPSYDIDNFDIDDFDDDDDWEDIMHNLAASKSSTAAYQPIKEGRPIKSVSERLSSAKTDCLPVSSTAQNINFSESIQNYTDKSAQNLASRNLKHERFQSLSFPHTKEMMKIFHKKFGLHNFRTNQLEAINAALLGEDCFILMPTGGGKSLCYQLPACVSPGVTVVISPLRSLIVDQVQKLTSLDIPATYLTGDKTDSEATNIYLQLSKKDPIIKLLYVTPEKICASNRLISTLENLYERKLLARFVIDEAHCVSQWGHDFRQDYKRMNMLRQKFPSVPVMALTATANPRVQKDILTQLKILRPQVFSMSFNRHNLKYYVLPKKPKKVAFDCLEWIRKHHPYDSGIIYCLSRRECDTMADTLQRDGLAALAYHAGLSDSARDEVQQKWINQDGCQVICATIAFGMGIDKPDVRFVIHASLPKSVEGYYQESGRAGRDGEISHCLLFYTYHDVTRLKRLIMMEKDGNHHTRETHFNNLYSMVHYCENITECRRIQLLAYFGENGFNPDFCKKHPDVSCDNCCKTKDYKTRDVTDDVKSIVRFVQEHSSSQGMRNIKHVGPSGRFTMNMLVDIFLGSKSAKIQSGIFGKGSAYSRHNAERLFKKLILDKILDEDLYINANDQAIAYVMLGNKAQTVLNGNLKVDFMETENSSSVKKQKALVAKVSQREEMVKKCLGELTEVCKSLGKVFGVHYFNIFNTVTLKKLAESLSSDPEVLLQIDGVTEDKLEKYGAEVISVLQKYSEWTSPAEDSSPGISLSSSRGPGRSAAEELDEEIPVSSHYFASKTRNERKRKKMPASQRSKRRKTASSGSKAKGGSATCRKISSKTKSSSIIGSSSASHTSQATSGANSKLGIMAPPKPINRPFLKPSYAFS
* marks the source's active call; other numbers are inactive results; ? = inconclusive; nt = not tested or not shown; & = joins results of further samples; [ ] = dose if it differs, or a comment. Unless noted, calls come from the whole dose curve; as a rule, active = well fitted curve in the direction sought with a large enough effect; inconclusive = small, poorly fitted or top-dose-only effect, or another doubt; inactive = no such curve, though single readings can be large; an effect the other way counts as inactive or inconclusive. Some of the compounds tested, so the mix of outcomes need not match the whole.

SMILES	GRP78 ERSR act	Pol beta inh	APEX1 inh	Pol eta inh	POLI inh	POLK inh	LDHA block	Apoferritin bind	BLM inh
CC(C)[C@H](NC(N)=O)C(=O)Nc1cccc(S(=O)(=O)N2CCOCC2)c1	-3%	29%	-4%	-9%	-9%	-7%	-6	-3%	-2%
Cc1ccc(C(=O)c2cn(Cc3ccccc3)c3ccccc3c2=O)cc1	3%	15%	nt	-12%	11%	-9%	3	?	-3%
O=C(CC(=O)N/N=C/c1c(F)cccc1Cl)NCCc1ccccc1	-6%	-12%	7%	-7%	-14%	6%	-2	?	-7%
Cc1ccc(NC(=O)COC(=O)CN2C(=O)C3CCCCC3C2=O)cc1S(=O)(=O)N1CCOCC1 (stereo not given)	-2%	?	4%	-12%	10%	-16%	-2	?	-1%
CCOC(=O)N1CCN(C(=O)c2ccc3nc(-c4ccccc4)c(-c4ccccc4)nc3c2)CC1	-4%	47%	-18%	-19%	-4%	-9%	-3	-7%	-9%
Cc1cc(S(=O)(=O)N2CCN=C2c2ccccc2)ccc1F	-4%	-29%	-1%	-3%	-15%	-3%	-8	-12%	-2%
O=C(NC1CCN(Cc2ccccc2)CC1)c1cc(S(=O)(=O)N2CCOCC2)ccc1Cl	-3%	nt	nt	1%	-30%	-5%	-6	nt	nt
COCCNC(=O)[C@@]1(Cc2ccccc2)C=C[C@@H](C)N1C(C)=O	4%	16%	?	5%	1%	0%	-2	6%&-6%	3%&5%
S=C(NCC(c1ccco1)N1CCCC1)Nc1ccccc1 (stereo not given)	-1%	8%	2%	-2%	10%	-12%	-10	-7%	-4%
C/C(CC(=O)Nc1ccc(C)c(Cl)c1)=N\NC(=O)Cc1cnc(N)s1	1%	22%	-2%	-16%	-8%	-3%	2	-16%	1%
O=C(Cc1ccc(Cl)cc1)NNC(=O)C1CC=CCC1C(=O)O (stereo not given)	nt	-15%	53%[activator]	nt	nt	nt	nt	-13%	-9%
COc1ccc(OC)c(N(CC(=O)NCc2ccccc2)S(=O)(=O)c2ccccc2)c1	0%	-1%	nt	-18%	24%	-5%	3	-3%	-3%
C=CCN1C(=O)c2ccccc2Sc2ccc(C(=O)NCC(OC)OC)cc21	-4%	4%	1%	-13%	43%[activator]	-7%[60.1 µM]	-1	28%	1%
C=CCn1c(SCC(=O)c2cccs2)nc2sc(C)cc2c1=O	-5%	-28%	-4%	7%	1%	-2%	-2	-14%	-6%
Cc1nc2ccccc2nc1Nc1cccc(Cl)c1	5%	1%	1%	-16%	-9%	-11%[60.1 µM]	-12	-18%	-5%
COc1ccccc1C(=O)OCC(=O)NC(C)CCc1ccccc1 (stereo not given)	-4%	-18%	7%	-5%	3%	0%	-3	-15%	2%
CCC1CCCCN1C(=O)COC(=O)COc1ccc(Br)cc1 (stereo not given)	-4%	nt	-1%	-8%	?	-2%	-4	nt	nt
Cc1cc(C)c2cc(C(=O)N3CCC(Cc4ccccc4)CC3)[nH]c2c1	0%	-29%	-8%	-18%	72%[activator]	0%	2	6%	-8%
Cc1cccc(C2CN(C)CCc3c2cc(O)c(O)c3Cl)c1 (stereo not given)	-6%&0%	12%[57.1 µM]	-10%&-1%	-15%	4%	-12%[60.1 µM]	11	nt	nt
Cc1nn(CC(=O)Nc2ccc(Cl)c(S(=O)(=O)N(C)C)c2)c(C)c1[N+](=O)[O-]	-3%	9%	2%	-24%	76%	-18%	-5	-8%	-2%
COCCNC(=O)c1cnn2c(C(F)F)cc(-c3ccccc3)nc12	-3%	9%	-1%	-1%	32%[activator]	-1%	-8	-2%	-4%
CCOc1ccc(C(C)=O)cc1CN1C(=O)NC2(CCCCCC2)C1=O	-4%	19%	-17%	0%	25%	-6%	-11	-4%	-5%
Cc1cc(N2CCN(C)CC2)nc2ccc(NC(=O)c3ccc4c(c3)OCO4)cc12	-3%	-19%	-6%	-25%	-14%	-12%	3	8%	-4%
COc1ccccc1-c1nnc(NC(=O)OCC(C)C)s1	-3%	0%	?	1%	20%	-13%	-9	-4%	3%
O=C(NCc1ccc(F)cc1)C(=O)NCC(c1ccco1)N1CCOCC1 (stereo not given)	-5%	5%	-3%	6%	-7%	-21%	-7	-18%	-3%

Complete entries, looked up by structure. Order of values: GRP78 ERSR act | Pol beta inh | APEX1 inh | Pol eta inh | POLI inh | POLK inh | LDHA block | Apoferritin bind | BLM inh
C/C(CC(=O)Nc1ccc(C)c(Cl)c1)=N\NC(=O)Cc1cnc(N)s1 is entered as 1% | 22% | -2% | -16% | -8% | -3% | 2 | -16% | 1%
O=C(NCc1ccc(F)cc1)C(=O)NCC(c1ccco1)N1CCOCC1 (stereo not given) is entered as -5% | 5% | -3% | 6% | -7% | -21% | -7 | -18% | -3%

The list goes on:
SMILES	GRP78 ERSR act	Pol beta inh	APEX1 inh	Pol eta inh	POLI inh	POLK inh	LDHA block	Apoferritin bind	BLM inh
CCOCCCNC(=O)c1c(NC(=O)c2nc(SCC)ncc2Cl)sc2c1CCCC2	-3%	nt	nt	nt	-1%	0%	0	nt	nt
CCCN(C(=O)c1c(CC)noc1C)c1c(N)n(Cc2ccccc2)c(=O)[nH]c1=O	-2%	nt	-16%	-20%	5%	1%	0	nt	nt
CC(=O)c1csc(COc2ccccc2)n1	3%	16%	1%	-1%	-8%	-10%	-9	-14%	-4%
CCCn1cnc2c(=O)oc3ccccc3c21	-2%	0%	0%	-3%	3%	-10%	-6	2%	3%
COc1ccccc1C(C[N+](=O)[O-])c1c(N)n(C)c(=O)n(C)c1=O (stereo not given)	-16%	10%	-2%	-6%	21%	17%	-1	-5%	-4%
CC(=O)c1ccc(NC(=O)N2C3CCC2CC(O)(c2cccnc2)C3)cc1 (stereo not given)	-1%	6%	?	-2%	14%	-13%	-6	-2%	0%
CCOC(=O)c1cnn(-c2cccc(Cl)c2)c1C1CCN(C(=O)OC(C)(C)C)CC1	-3%	?	nt	-26%	7%	-9%	0	-5%	-9%
Cc1ccc(C(=O)NC2CC3CCC(C2)N3C)cc1 (stereo not given)	-4%	nt	13%	-8%	-11%	1%	-2	nt	nt
CC(C)CCC(O)(CCC(C)C)C(=O)NNc1ccccc1	-2%	28%	3%	-14%	10%	-16%	-8	-13%	3%
CC(=O)c1ccc(N2CCN(C(=O)C3CCCN(S(=O)(=O)c4ccc(Br)s4)C3)CC2)cc1 (stereo not given)	-4%	10%	nt	-11%	3%	2%	-11	-1%	-4%
Cc1ccc(S(=O)(=O)N(C)c2ccc(OC(=O)c3ccc(N4CCCC4=O)cc3)cc2)cc1	-3%	0%	3%	-14%	-12%	0%	1	-4%	-4%
Cc1ccc(-c2[nH]c3ccccc3c2SCCNC(=O)c2ccc(S(=O)(=O)N(C)C)cc2)cc1	-2%	17%	nt	-18%	?	-20%	-12	0%	-6%
O=C(Cc1ccc(-c2ccccc2)cc1)NC(c1ccccc1)c1ccccc1	-4%	0%	5%	-25%	8%	-7%	-5	-2%	-3%
Cc1cc(C)c(S(=O)(=O)N(CC(=O)O)C2CCCCC2)c(C)c1	-5%	28%	13%	-8%	28%	-4%	0	-8%	-1%
N#Cc1cc(-c2ccccc2)[nH]c1-c1nccc2ccccc12	0%	1%	?	-11%	32%[activator]	-16%	-3	-11%	-4%
Cc1cnnc2c1-c1nonc1CC2	-6%	-6%	6%	-6%	15%	-10%	-2	9%	0%
O=C(Nc1ccc(S(=O)(=O)Nc2ncccn2)cc1)c1cccc(Br)c1	-3%	53%	3%	-23%	115%[activator]	-14%	-5	-11%	1%
COc1ccc(C2c3ccc4ccccc4c3Oc3ncn(CCN4CCOCC4)c(=N)c32)cc1OC (stereo not given)	-5%	-28%	-3%	-8%	49%[activator]	14%	19&-1	-9%	39%[activator]
O=C(c1cccc(N2C(=O)C3CC=CCC3C2=O)c1)N1CCCc2ccccc21 (stereo not given)	1%	0%	?	-12%	174%[activator]	-6%	-5	-17%	-10%
COC(=O)c1c(NS(=O)(=O)c2ccccc2)csc1C	-2%	-25%	16%	0%	128%[activator]	-9%	-3	-7%	-1%
CC(=O)N1CCN(C(=S)NCc2ccccc2)CC1	-2%	-1%	9%	-12%	-9%	-14%	-6	7%	2%
O=C(CSc1nc(-c2ccc(F)cc2)[nH]c1-c1ccccc1)Nc1ccccc1	0%	?	nt	-16%	?	-18%	5	1%	-3%
Cc1ccc(C2=NCCn3nc4cc(C(F)(F)F)ccc4c32)cc1	-2%	nt	6%	-18%	6%	-1%	1	nt	nt
Cc1cc(C)nc(N(C#N)CC(=O)Nc2ccccc2)n1	-4%	34%	2%	-20%	?	-9%	-3	-21%	2%
COc1ccc(OC)c(NC(=O)COC(=O)c2ccc(OC)c(S(=O)(=O)N3CCCC3)c2)c1	-3%	nt	21%	0%	4%	-2%	-4	nt	nt
O=[N+]([O-])c1cc(C(F)(F)F)ccc1NCC1CCCO1 (stereo not given)	-1%	32%	35%	-7%	144%[activator]	-5%	-2	27%	-1%
CCN(CC(=O)Nc1c(F)cccc1F)C(=O)c1ccc(-c2ccccc2)cc1	-1%	nt	-22%	?	-19%	-4%	1	nt	nt
O=[N+]([O-])c1cccc(-c2nnc(-c3ccc4c(c3)OCO4)o2)c1	-2%	-1%	-1%	-11%	105%[activator]	-8%	-5	-9%	-9%

Retrieved by compound from above:
SMILES	GRP78 ERSR act	Pol beta inh	APEX1 inh	Pol eta inh	POLI inh	POLK inh	LDHA block	Apoferritin bind	BLM inh
CCOC(=O)c1cnn(-c2cccc(Cl)c2)c1C1CCN(C(=O)OC(C)(C)C)CC1	-3%	?	nt	-26%	7%	-9%	0	-5%	-9%
CCN(CC(=O)Nc1c(F)cccc1F)C(=O)c1ccc(-c2ccccc2)cc1	-1%	nt	-22%	?	-19%	-4%	1	nt	nt
COc1ccc(OC)c(NC(=O)COC(=O)c2ccc(OC)c(S(=O)(=O)N3CCCC3)c2)c1	-3%	nt	21%	0%	4%	-2%	-4	nt	nt
